# DAGLB inh: blocks human DAGLB lipase activity. Q8NCG7. HEK293T DAGLB membrane lysate, EnzChek fluorogenic substrate. inhibition, % at 5.17 µM. 340,000 compounds, 0.059% hits. AID 504411; in the data active = inhibition above about 34%;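 note: 0% = enzyme with vehicle and 100% = wells lacking enzyme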
# SR-BI uptake up: SR-BI HDL lipid transfer activation; CHO ldlA[mSR-BI] cells, DiI-HDL uptake fluorescence, 3 h; 100 = double the neutral-control signal; activation, % at 12.5 µM; 320,000 compounds, 0.096% hits;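 active = mean replicate activation of at least 60% and every replicate at or above 60%; inconclusive = mean or all-replicate condition met, but not both; inactive = mean below 60% and not all replicates reaching 60%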;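 note: 0% = median plate neutral-control signal and 100% = twice that signal; values of inactives mirror those of a sister screen read the other way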
#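 Assay system: LDL receptor-deficient CHO ldlA cells overexpressing murine SR-BI / Medium: BSA-supplemented, HEPES-buffered Ham's F12, pH 7.4 / Probe or stimulus: DiI-labelled HDL at 10 µg/mL final / Timing: compound with DiI-HDL co-incubation, 3 h at 37 °C / Technique: bottom-read cell fluorescence after medium removal, ex 550/em 595 nm / Measure: HDL uptake via cellular fluorescence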
# PKA-R2B act: activates the human PKA-R2B holoenzyme complex; AID 504700; P22694+P31323; activation, % at 11.4 µM; PKA-R2B holoenzyme dissociation, Cy5-IP20 fluorescence polarization; R2B truncated from residue 108, S112A mutant; 0% DMSO only, 100% 113 µM cGMP; 340,000 compounds, 0.079% hits;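 active = activation above a cutoff set at the mean over all compounds plus 3 SD, cut at about 18% in these data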;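 note: higher means more holoenzyme dissociation and a rise in polarization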
# Target sequence (P31323 whole entry, looked up, other chains not shown, the tested form may be a part): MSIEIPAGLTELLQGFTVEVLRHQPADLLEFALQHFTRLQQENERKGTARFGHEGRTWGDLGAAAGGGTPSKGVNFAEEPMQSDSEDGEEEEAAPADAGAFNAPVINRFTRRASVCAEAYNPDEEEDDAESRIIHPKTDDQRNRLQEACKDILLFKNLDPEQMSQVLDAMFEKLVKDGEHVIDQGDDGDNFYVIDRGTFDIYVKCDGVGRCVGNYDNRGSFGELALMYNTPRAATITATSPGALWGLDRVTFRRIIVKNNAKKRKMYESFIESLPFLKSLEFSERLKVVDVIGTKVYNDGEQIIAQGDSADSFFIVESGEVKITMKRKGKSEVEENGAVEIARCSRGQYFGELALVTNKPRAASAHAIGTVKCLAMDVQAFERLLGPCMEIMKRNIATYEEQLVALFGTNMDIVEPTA
# Keap1-Nrf2 PPI: Keap1-Nrf2 (human) interaction inhibition | 340,000 compounds, 0.15% hits | inhibition, % at 9.4 µM | Q14145 | Keap1 Kelch-Nrf2 peptide fluorescence polarization, 1536-well | AID 504523; in the data active = inhibition above about 12%; inconclusive = no clear call, values can overlap the other calls; inactive = below about 7.3%;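 note: human Keap1 Kelch domain with fluorescein labeled Nrf2 9mer peptide probe; 0% = neutral control wells and 100% = peptide positive control; higher means more block of Keap1 binding to Nrf2 peptide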
# Target sequence (Q14145 whole entry, looked up, the tested form may be a part): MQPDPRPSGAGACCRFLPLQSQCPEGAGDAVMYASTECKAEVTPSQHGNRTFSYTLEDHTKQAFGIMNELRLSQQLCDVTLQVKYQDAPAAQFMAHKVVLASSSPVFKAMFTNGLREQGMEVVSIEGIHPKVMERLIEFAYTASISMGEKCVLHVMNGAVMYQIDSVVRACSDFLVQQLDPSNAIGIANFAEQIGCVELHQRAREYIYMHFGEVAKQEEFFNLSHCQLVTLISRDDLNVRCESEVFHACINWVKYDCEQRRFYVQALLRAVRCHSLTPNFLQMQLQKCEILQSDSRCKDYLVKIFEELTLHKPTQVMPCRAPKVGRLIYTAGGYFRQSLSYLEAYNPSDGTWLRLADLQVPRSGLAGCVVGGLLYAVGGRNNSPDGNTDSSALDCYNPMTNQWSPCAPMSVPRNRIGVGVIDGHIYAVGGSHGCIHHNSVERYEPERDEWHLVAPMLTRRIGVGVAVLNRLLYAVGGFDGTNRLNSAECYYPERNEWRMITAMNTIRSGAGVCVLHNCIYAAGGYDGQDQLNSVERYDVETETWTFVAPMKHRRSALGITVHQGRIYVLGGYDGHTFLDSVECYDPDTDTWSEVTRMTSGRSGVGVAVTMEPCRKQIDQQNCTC
# SR-BI HDL uptake: mouse SR-BI HDL lipid transfer inhibition. 320,000 compounds, 0.96% hits. Q61009. inhibition, % at 12.5 µM. ldlA[mSR-BI] CHO cells, DiI-HDL uptake fluorescence, 3 h;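 active = mean replicate inhibition of at least 70% and a set share of replicates each scoring 70 or more; inconclusive = meets just one of the two criteria; inactive = fails both criteria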;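 note: 0% = median of neutral control wells and 100% = median of positive control wells; values of inactives mirror those of a sister screen read the other way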
# PvdQ acylase: blocks Pseudomonas aeruginosa PvdQ acylase activity; 340,000 compounds, 0.063% hits; AID 488965; inhibition, % at 10 µM; purified PvdQ acylase, fluorescence plate reader; in the data active = inhibition above about 30%, passing the limit was not always enough; inconclusive = no clear call, values can overlap the other calls;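 note: 0% = vehicle neutral wells and 100% = reference inhibitor wells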
# NSD2 inh: blocks human histone methyltransferase NSD2. O96028. NSD2 peptide methylation, AlphaScreen, 120 min. inhibition, % at 12.5 µM. 310,000 compounds, 0.54% hits; in the data active = inhibition above about 50%
# Cardiac RTF inh: cardiac RTF calcium desensitization; P19429+P45379; IANBD-labeled cardiac RTF, Ca2+ fluorescence; inhibition, % at 7.15 µM; 340,000 compounds, 0.12% hits; AID 493244;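 active = inhibition above the mean inhibition of all tested compounds plus 3 SD, cut at about 17% in these data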;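 note: assay run at fixed EC70 calcium of 1.6 mM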
# Arrestin-AP2 inh: blocks beta-arrestin peptide binding to AP2 adaptin. FITC-arrestin peptide / GST-AP2 beads, flow cytometry; AP2 beta2 appendage carries R879A mutation. inhibition, % at 10 µM. 340,000 compounds, 0.31% hits. AID 504490;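 active = inhibition above a set limit, near 3 SD of compounds lacking own fluorescence, cut at about 54% in these data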;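 note: plate controls were DMSO wells for no effect and 5 µM unlabelled arrestin peptide for full effect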
#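 test system = AP2 appendage R879A on GSH beads | buffer or medium = PBS plus Tween 20 (0.05%) and BSA (0.1%) | incubation = 12 min plus 1 h, RT | detection = bead flow cytometry, FITC channel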
# LANA DNA inh: inhibitors of KSHV LANA C-terminal domain DNA binding | MBP-C-LANA/FAM-LBS DNA binding, fluorescence polarization | inhibition, % at 9 µM | 340,000 compounds, 0.078% hits;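 active = highest replicate inhibition at or above 60% at 9 µM, even if other replicates fall short; inactive = all replicates below 60% inhibition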;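 note: 0% = neutral control wells and 100% = 4 µM acridine orange control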
# * marks the source's active call; other numbers are inactive results; ? = inconclusive; · = no result given.
molecule,DAGLB inh,SR-BI uptake up,PKA-R2B act,Keap1-Nrf2 PPI,SR-BI HDL uptake,PvdQ acylase,NSD2 inh,Cardiac RTF inh,Arrestin-AP2 inh,LANA DNA inh
CN(C)C=Nc1nonc1-c1ccccc1,-1,?,-7,-3,-63,-7,0,-8,4,0.2
COC(=O)c1c(=O)n(O)c2ccc(OC)cc2[n+]1[O-],-6,3,2,24*,-3,-6,0,-54,7,48
C=CCn1c(N)c(S(=O)(=O)c2cccs2)c2nc3ccccc3nc21,-2,2,3,2,-2,-8,-2,-8,16,-1.4
O=C(CCC1CCCN(C(=O)c2ccsc2)C1)N1CCN(c2ccccn2)CC1 (centres undefined),0,5,2,2,-5,-6,-4,3,-3,4.1
CCC(C)c1ccccc1N1CC(C(=O)Nc2cccc(S(=O)(=O)N3CCOCC3)c2)CC1=O (centres undefined),-1,9,-3,-2,-9,-7,-2,-2,0,-1.3
CCc1c(C(=O)O)[nH]c2ccc(Br)cc12,8,47,-6,1,-47,-13,1,-5,8,-0.7
Cc1nn(-c2ccccc2)c2[nH]c(C(F)(F)F)cc(=O)c12,2,5,9,-3,-5,-13,-6,-2,-4,1.6
CC(C)NC(=O)NC(=O)COC(=O)C1CCCN1C(=O)c1cccs1 (centres undefined),-2,10,-10,-3,-10,6,0,-4,6,-1.0
COc1ccccc1CNc1cncnc1,-3,29,-5,-1,-29,8,2,-1,19,0.2
O=C(NCc1cccnc1)c1ccc(COc2cccc3ccccc23)o1,0,·,-8,-5,·,-13,3,4,-3,-1.0
CC(C)c1ccc(C(=O)Nc2nnc(S(=O)(=O)N3CCCCC3)s2)cc1,6,11,-9,-1,-11,-5,-4,-8,6,1.0
CC(C)(O)c1[nH]c2cc(F)ccc2c1C(C)(C)O,-4,26,4,-1,-26,8,·,3,28,0.3
N#Cc1c(NC(=O)Cn2cnc3ccccc3c2=O)oc(-c2ccccc2)c1-c1ccccc1,-7,43,-5,-6,-43,-12,4,-3,-2,-0.8
O=C(OCC(=O)N1CCCCC1)c1cccs1,1,1,-1,2,-1,-17,-1,-2,-15,3.2
CNC(=O)c1nnn(Cc2ccccc2)c1NC(=O)C(F)(F)F,3,33,8,-1,-33,-5,-1,-14,3,-1.2
CCN1C(=O)[C@H]2[C@@H](c3ccc(Cl)cc3)N3C(=O)CN(CC4CC4)C(=O)[C@@]3(C)[C@H]2C1=O,-1,-6,-2,-4,6,-19,·,-1,2,-0.4
CC(C)(C)OC(=O)N1Cc2cc3ccccc3nc2C1CO (centres undefined),-1,3,-12,-1,-3,2,-5,2,49,1.3
CCC(=O)N(CCCN(C)C)c1nc(-c2cc(OC)ccc2OC)cs1,0,7,-9,1,-7,7,8,-6,9,-1.5
COc1cccc(C(C(=O)NC2CCCC2)N(C(=O)c2ccco2)c2ccccc2F)c1OC (centres undefined),-4,10,-1,-3,-10,18,2,-1,27,0.2
N#CCSc1nnc(-c2ccccc2O)n1Cc1ccccc1,-2,3,-2,-1,-3,-14,3,-1,0,-1.0
CCn1c(SCC(=O)c2cc(C)n(C)c2C)nnc1-c1ccccc1,2,25,-9,-2,-25,-18,3,-5,0,-0.5
S=c1[nH]nc(Cn2cnc3ccccc32)n1-c1ccccc1Cl,-2,19,-11,-2,-19,-9,-1,-8,-23,-0.9
O=C(NC1=NCCS1)c1ccc(Cl)c(Cl)c1,-4,-4,-6,-3,4,1,-5,-11,16,-1.4
O=C(C(=O)N1CCCCCC1)c1c[nH]c2ccccc12,-3,9,-11,1,-9,15,-3,-3,-7,-1.9
COc1ccc(Cc2nc3ccc(C(=O)NCCc4cccc(C)n4)cc3o2)cc1,-2,-20,4,0,20,2,1,-6,43,-0.9
Cc1cc(Cl)ccc1OCC(=O)NNC(=O)c1ccco1,-2,6,-3,-1,-6,8,3,5,-7,0.8
CC(C)N1CCC(N2CCN(Cc3cc4c(cc3Cl)OCO4)CC2CCO)CC1 (centres undefined),0,18,6,3,-18,-19,5,1,-3,-0.8
CC(=O)c1c(C)[nH]c(C(=O)Nc2cc(S(=O)(=O)N3CCCCC3)ccc2C)c1C,0,-60,4,-5,60,-4,0,-5,22,2.1
CCN(C(=O)CN1CCOCC1)c1c(N)n(Cc2ccccc2)c(=O)[nH]c1=O,1,28,-4,-2,-28,-3,-29,3,5,-1.2
COC(=O)c1ccccc1NC(=O)CCNC(=O)Cn1cnc2ccccc2c1=O,-1,-4,0,1,4,-13,2,-4,4,0.4
Nc1ccc(Br)cc1C(NCC(=O)O)c1ccccc1 (centres undefined),·,11,·,0,-11,-13,1,·,-14,-1.0
CCn1c2ccc(C)cc2c2n[nH]c(=S)nc21,0,26,3,-3,-26,9,-1,2,0,-7.7
Cc1cccc(-n2c(C)nc3cc(C(=O)NCc4ccc5c(c4)OCO5)ccc32)c1,-6,3,-16,-2,-3,-18,1,1,-13,-0.4
CC(C)CN1C(=O)c2ccc(NC(=O)c3ccccc3F)cc2C1=O,-3,-32,-11,1,32,14,-6,-3,36,1.4
CSc1ncc(C(=O)Nc2cccc(S(N)(=O)=O)c2)n1-c1ccccc1,-3,6,-2,-4,-6,9,2,-47,19,-1.4
NS(=O)(=O)c1ccc(NC(=O)c2cc(Cl)sc2Cl)cc1,0,-2,-9,-4,2,10,4,-4,3,3.5
CCOc1ccc(S(=O)(=O)n2cc(F)c(=O)[nH]c2=O)cc1,·,-1,·,-2,1,-3,2,·,13,1.2
O=C(NC(Cc1ccccc1)C(=O)O)c1ccc(S(=O)(=O)N2CCCC2)cc1 (centres undefined),-4,-7,-5,-8,7,-5,-7,-15,7,-1.6
COc1ccc(C(=O)Nc2ccccc2C(=O)Nc2ccc(C(=O)O)cc2)cc1,0,-7,-6,4,7,-9,2,4,8,1.4
O=C(O)c1ccc(S(=O)(=O)N2CCC(NC(=O)C3CCCCC3)CC2)cc1,0,·,11,-5,·,-18,11,-3,-5,-1.6
CCc1ccccc1NC(=O)Nc1c(C)n(C)n(-c2ccccc2)c1=O,-2,5,-14,0,-5,8,-1,6,12,0.5
C[C@@H]1CN([C@H](C)CO)C(=O)c2cc(NC(=O)C3CCCCC3)ccc2O[C@@H]1CN(C)Cc1ccncc1,2,-10,-6,-5,10,-5,·,-11,-10,-0.7
O=C(CCNC(=O)c1ccccc1)NCC1CCCCC1,-2,25,0,-2,-25,-21,-1,-7,13,-2.5
CN(Cc1ccco1)S(=O)(=O)c1cc(F)ccc1CN1C(=O)c2cccnc2C1=O,-1,11,-9,-6,-11,-16,1,-1,2,-1.3
O=C(Nc1cnc2ccccc2c1)C1COc2ccccc2O1 (centres undefined),-6,13,-5,-4,-13,-13,-1,1,69*,-1.0
COC(=O)c1ccc(CS(=O)(=O)c2ccc(F)cc2)o1,-1,11,1,0,-11,-12,10,-3,-15,4.4
CCN1C(=O)CC(N2CCN(C(c3ccccc3)c3ccccc3)CC2)C1=O (centres undefined),-3,-10,4,5,10,3,-5,-5,28,5.8
CC(Nc1ccc2ccccc2c1)C(=O)N/N=C/c1ccncc1 (centres undefined),2,5,6,1,-5,1,141*,1,21,-2.0
Cc1ccc(S(=O)(=O)NCC23C=CC(O2)C2C(=O)N(c4ccccc4)C(=O)C23)cc1 (centres undefined),3,21,3,-1,-21,-9,-2,0,23,3.8
C=CCn1c(-c2cccn(Cc3ccccc3)c2=O)n[nH]c1=S,-1,46,-4,0,-46,-3,0,6,-2,-0.2
CCc1cc(=O)oc2cc(OCC(=O)NCC3CCC(C(=O)O)CC3)ccc12 (centres undefined),0,6,-11,-2,-6,4,·,0,2,-0.5
OC(COc1ccccc1)CN1CCCCCC1 (centres undefined),-1,12,-4,-5,-12,13,-2,-1,24,0.2
CC(=O)NC(C)(C)C1CC=C(C)/C(=N\O)C1 (centres undefined),-5,-1,-1,1,1,2,1,-1,20,1.0
Cc1c(C)c2ccc(OCC(=O)N3CCN(C(=O)C4COc5ccccc5O4)CC3)cc2oc1=O (centres undefined),-2,-88,-2,-2,88*,2,10,-2,29,0.1
CC(CC(F)(F)F)N1CCC(n2nccc2NC(=O)CCCc2ccccc2)CC1 (centres undefined),0,·,-4,6,-42,-14,0,-2,-2,2.7
CSc1cccc(NC(=O)c2c(Cl)cnn2C)c1,1,-19,-7,-2,19,15,·,3,-5,0.5
COC(=O)c1ccc(Oc2nc3c(c(=O)n(C)c(=O)n3C)n2CCC(C)C)cc1,1,-16,-6,-6,16,-13,3,0,3,-0.5
Cc1ccc(CNC(=O)N2CCN(S(=O)(=O)c3ccccc3)CC2)cc1,-4,3,9,-2,-3,-16,-10,-3,12,-0.3
Cc1ccsc1C(=O)N/N=C/C=C/c1ccccc1[N+](=O)[O-],-1,-30,-7,-2,30,1,-8,-6,-3,-1.0
CCOC(=O)c1ccc(NC(=O)CSc2nnc(COc3ccccc3)n2C)cc1,-4,3,-10,1,-3,6,3,-5,1,-0.8

# The listing continues:
molecule,DAGLB inh,SR-BI uptake up,PKA-R2B act,Keap1-Nrf2 PPI,SR-BI HDL uptake,PvdQ acylase,NSD2 inh,Cardiac RTF inh,Arrestin-AP2 inh,LANA DNA inh
COc1cccc(Nc2nc3ccc(C(=O)c4ccccc4)cc3n3cnnc23)c1,-2,·,-3,-2,·,-13,-1,-14,0,-0.6
CCOC(=O)Nc1ccc2c(c1)N(C(=O)CNC)c1ccccc1CC2,0,25,5,-1,-25,-12,11,-13,-4,-1.2
O=c1c2ccccc2ncn1Cc1ccc(Cl)cc1,-1,36,5,0,-36,4,·,-6,9,-0.9
Cn1c(N2CCCCC2)cc(=O)n(C)c1=O,0,17,-20,2,-17,-4,1,2,24,0.6
COc1ccc(C(=O)Nc2nc3ccc(OC)cc3s2)cc1,-3,-53,-1,4,53,0,-2,-11,14,-1.8
CO/N=C/c1ccc(N2CCCC2)c([N+](=O)[O-])c1,6,-2,-1,-1,2,-1,13,-7,-26,0.3
CCN1CCc2c(OCC(=O)Nc3cccc(C)c3)cccc2C1=O,-1,-23,-12,3,23,-6,-1,3,-5,0.2

# High-throughput results: PubChem, several laboratories
